WRN inhibitor = qHTS for Inhibitors of WRN Helicase. Bifunctional 3'-5' exonuclease/ATP-dependent helicase WRN (Homo sapiens), Q14191. WRN helicase unwinding, fluorescent forked duplex, kinetic. Potency, µM (series often up to 114 µM), for inactives: at the highest dose activity change, negative = inhibition, actives largely listed as inhibitors. hit rate 0.46% among 360,000. AID 651768, 2012; also: potency is read from the fitted curve at half-maximal effect; % is scaled to controls: 0 for no effect and ±100 for the full control effect; nearly all actives have a fitted effect of over 55% in size
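Kinetic red-fluorescence monitoring (525/598 nm) tracks WRN helicase activity after 100 nM fluorophore-quencher forked duplex and 2 mM ATP are added to 20 nM enzyme pretreated 15 min at room temperature with compound.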
DRD3 antagonist = qHTS of D3 Dopamine Receptor Antagonist: qHTS; max response, negative = inhibition, %; AID 652054, 2013; hit rate 2.5% among 360,000; D(3) dopamine receptor (Homo sapiens), P35462; D3R cells, DiscoveRx beta-arrestin luminescence, antagonist mode; stronger effect = lower value; in the data active = max response below about -50%; inconclusive = no clear call, values can overlap the other calls; also: % is scaled to controls: 0 for no effect and ±100 for the full control effect; mostly tested at two doses, the higher about 12 µM
Target sequence (P35462 whole entry, looked up): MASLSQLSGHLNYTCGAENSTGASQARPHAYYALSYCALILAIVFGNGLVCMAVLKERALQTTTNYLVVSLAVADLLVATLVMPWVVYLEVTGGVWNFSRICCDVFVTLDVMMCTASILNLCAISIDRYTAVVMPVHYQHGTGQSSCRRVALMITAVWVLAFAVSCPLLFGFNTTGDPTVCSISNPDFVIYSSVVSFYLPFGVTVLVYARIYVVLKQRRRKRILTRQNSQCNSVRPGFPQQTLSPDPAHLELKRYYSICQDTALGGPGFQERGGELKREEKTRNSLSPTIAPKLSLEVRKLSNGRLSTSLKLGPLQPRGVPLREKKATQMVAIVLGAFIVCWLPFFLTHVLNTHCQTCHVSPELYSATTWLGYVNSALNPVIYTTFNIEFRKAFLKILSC
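Cells expressing the human receptor were seeded at 1500 cells/well, incubated overnight at 37 degrees C in 5% CO2, then exposed to library compounds with dopamine controls for 90 minutes at 37 degrees C before luminescent detection.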
PLK1 PBD inh = qHTS for Inhibitors of PLK1-PDB (polo-like kinase 1 - polo-box domain): Primary Screen; hit rate 2.8% among 360,000; AID 720504, 2013; Plk1 PBD binding of FITC phosphopeptide, fluorescence polarization; Serine/threonine-protein kinase PLK1 (Homo sapiens), P53350; Potency, µM, without a hit: max response, negative = inhibition, most hits filed as inhibitors; also: potency is read from the fitted curve at half-maximal effect; series mostly up to about 57 µM; % is scaled to controls: 0 for no effect and ±100 for the full control effect; nearly all actives have a fitted effect of over 65% in size
IL2 activator = qHTS of IL-2 Activators; AID 652025, 2013; activation, % (series mostly up to about 46 µM); hit rate 0.065% among 360,000; IL-2 activation reporter assay, cell-based qHTS; stimulated with anti-CD3/CD4/CD28 beads; in transgenic mouse T cells; in the data active = activation above about 50%; inconclusive = mostly about 30% to 49%; also: 0% is about no effect
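Unstimulated transgenic mouse T cells preincubated 60 min with compound, then stimulated with anti-CD3/anti-CD4-coated beads plus anti-CD28 for 18 h at 37 degrees C. IL-2 response read as EGFP and DsRed fluorescence by plate cytometry.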
PI5P4Ka inh = qHTS for Inhibitors of phosphatidylinositol 5-phosphate 4-kinase (PI5P4K); PI5P4Kalpha enzyme, ADP-Glo luminescence, 60 min; stronger effect = lower value; max response, %; Phosphatidylinositol 5-phosphate 4-kinase type-2 alpha (Homo sapiens), P48426; hit rate 1.2% among 330,000; active = max response of -50% or lower; inconclusive = between -30% and -50%; inactive = -30% or higher; also: value at the top dose of about 77 µM; % is scaled to controls: 0 for no effect and ±100 for the full control effect
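ADP-Glo luminescence end-point after a 60 min room-temperature kinase reaction. PI5P4Kalpha and substrate in HEPES pH 7.4 buffer with EGTA, 0.1% CHAPS and 5% DMSO; ATP at 5 microM final.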
GLP1R ag = qHTS of GLP-1 Receptor Agonists. HEK293 GLP-1R CRE-luciferase, luminescence, 4-6 h; cells express a hypersensitive GLP-1R form. Glucagon-like peptide 1 receptor (Homo sapiens), P43220. Potency, µM (highest dose often 45.6 µM), for inactives: at the top dose activation, hits mostly activators. hit rate 0.007% among 380,000; also: potency is read from the fitted curve at half-maximal effect; % of control where 0% means no effect
Target sequence (P43220 whole entry, looked up): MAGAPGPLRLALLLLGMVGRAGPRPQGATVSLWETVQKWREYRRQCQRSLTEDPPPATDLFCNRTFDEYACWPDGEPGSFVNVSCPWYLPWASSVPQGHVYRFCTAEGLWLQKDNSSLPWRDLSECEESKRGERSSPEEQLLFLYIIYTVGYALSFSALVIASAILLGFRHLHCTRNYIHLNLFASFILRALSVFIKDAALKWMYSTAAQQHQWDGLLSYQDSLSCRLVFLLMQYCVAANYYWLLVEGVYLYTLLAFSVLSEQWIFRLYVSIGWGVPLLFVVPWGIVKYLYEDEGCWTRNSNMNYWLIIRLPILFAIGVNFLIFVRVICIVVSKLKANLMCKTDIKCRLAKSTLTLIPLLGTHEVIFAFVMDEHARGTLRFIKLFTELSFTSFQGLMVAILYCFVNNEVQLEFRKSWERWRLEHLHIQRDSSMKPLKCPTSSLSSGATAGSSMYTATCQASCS
DRD3 agonist = qHTS of D3 Dopamine Receptor Agonist: qHTS; AID 652048, 2013; hit rate 0.58% among 410,000; max activation, %; D3R DiscoveRx beta-arrestin cells, luminescence, 90 min; in the data active = max activation above about 30%; also: 0% is about no effect; mostly tested at two doses, the higher about 12 µM
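Agonist mode: compounds and dopamine controls were applied to plated cells for 90 min at 37 degrees C after an overnight attachment at 1500 cells/well. Luminescent read-out followed 30 - 60 minutes at room temperature with DiscoveRx detection reagent.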
GLP-1R inv ag = qHTS of GLP-1 Receptor Inverse Agonists (Inhibition Mode) | Potency, µM (titrated, usually from 38.3 µM), for inactives: at the top dose activity change, negative = inhibition, usual class: inhibitors | HEK293 GLP-1R CRE-luciferase, luminescence, 24 h; GLP-1R form is constitutively active | hit rate 1.6% among 410,000 | Glucagon-like peptide 1 receptor (Homo sapiens), P43220; also: potency is read from the fitted curve at half-maximal effect; % is scaled to controls: 0 for no effect and ±100 for the full control effect; nearly all actives have a fitted effect of over 55% in size
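Readout was luciferase luminescence, measured 12 min after detection reagent at room temperature. Beforehand, GLP-1R reporter HEK293 cells had sat 12 h, then received compounds for 24 hr at 37 deg C.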
GLP1R cytotox = qHTS of GLP-1 Receptor Inverse Agonists: Cytotox Screen. hit rate 0.13% among 410,000. AID 624418, 2012. Potency, µM (highest dose often 38.3 µM), without a hit: at the highest dose activity change, negative = inhibition, usual class: inhibitors. HEK293 cAMP-luciferase reporter cells, luminescence, 24 h;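 also: loss of luciferase light is scored as toxicity; potency is read from the fitted curve at half-maximal effect; % is scaled to controls: 0 for no effect and ±100 for the full control effect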
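1536-well qHTS counterscreen of the MLSMR; 200 cells/uL, 12 h pre-incubation, 23 nL cpd, 24 h at 37 deg C 5% CO2, luciferase detection reagent, 12 min RT, luminescence. Inhibition = undesired.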
An asterisk follows results filed as active; ? = inconclusive; . = not tested or not shown; & = joins results of further samples; [ ] = another dose, or the depositor's remark. Unless noted, calls follow the shape of the dose curve; as a rule, active = well fitted curve in the direction sought with a large enough effect; inconclusive = small, poorly fitted or top-dose-only effect, or another doubt; inactive = no such curve, though single readings can be large; an effect the other way counts as inactive or inconclusive.

SMILES	WRN inhibitor	DRD3 antagonist	PLK1 PBD inh	IL2 activator	PI5P4Ka inh	GLP1R ag	DRD3 agonist	GLP-1R inv ag	GLP1R cytotox
CN1C(=O)CC(NNC(=O)c2ccccc2)C1=O (centres undefined)	5%	4	-2%	-2.0	-8	-8%	-5	11%	6%
CC(=O)Nc1ccc(S(=O)(=O)N2CCN=C2SCc2ccc([N+](=O)[O-])cc2)cc1	-29%	-18	-4%	-3.8	-4	2%	-31	-13%	2%
N#Cc1ccc(C(=O)OCCCc2cc3ccccc3c(=O)o2)cc1	0%	3	-10%	0.5	1	-5%	23	-3%	11%
CC(C)(C)c1ccc(C(=O)c2c[nH]c(C(=O)NCCCn3ccnc3)c2)cc1	-2%	?	-5%	-0.8	0	6%	-6	?	-20%
Cc1ccc(S(=O)(=O)N2CCC(=O)CC2)cc1	5%	3	1%	2.7	-6	-2%	-2	1%	-5%
COc1ccccc1S(=O)(=O)Cc1ccc(C(=O)N2CCN(c3ccccn3)CC2)o1	1%	0	27µM*	-0.1	-5	3%	2	-4%	1%
CCc1cc(=O)oc2c3c(cc(OCC(=O)N[C@H](C(=O)O)[C@H](C)CC)c12)OC(C)(C)CC3	-2%	-4	-15%	0.5	0	4%	4	14%	1%
Cc1ccc(C(O)c2ncc(-c3cccc4ccccc34)[nH]2)cc1F (centres undefined)	-3%	-18	-6%	0.5	-3	14%	0	?	2%
CN(Cc1cccs1)C(=O)Cc1c[nH]c2ccccc12	-16%	-20	-2%	0.7	3	25%	-9	-8%	-17%
COCCNC(=S)N(CCc1c(C)[nH]c2ccccc12)Cc1cccnc1	4%	-6	4%	-1.6	-1	2%	-2	-6%	-3%
Cc1nc(-c2ccc(Cl)cc2)sc1C1(C)CC(c2ccccc2F)=NO1 (centres undefined)	0%	-5	-2%	0.8	-3	-6%	20	4%	-4%
O=C(CSC1=Nc2ccccc2C2CC=NN12)Nc1ccc2c(c1)OCO2 (centres undefined)	-6%	-50*	-10%	-2.7	2	-1%	-16	?	?
COc1ccc(C2C(C#N)=C(N)OC3=C2C(=O)CCC3)c(OC)c1OC (centres undefined)	3%	-22	-14%	0.7	3	12%	-5	1%	5%
CCOC(=O)C1=CCN(S(=O)(=O)c2ccccc2Cl)C1c1cccc(C)c1 (centres undefined)	-9%	1	-6%	-0.8	0	4%	0	-17%	1%
CCCN(CCC)CCCNC(=O)C1CCC(CNS(=O)(=O)c2cccc3nsnc23)CC1 (centres undefined)	15%	-9	-10%	-1.4	-9	-1%	21&2	18%&-13%	10%&2%
CC(=O)N1CCN(c2ccc(NC(=S)NC(=O)COc3ccc(C(C)(C)C)cc3)cc2)CC1	2%	2	-1%	-2.5	-3	-3%	6	-11%	3%
O=C(Nc1c(Cl)ccc2nsnc12)c1cccnc1	-1%	21	-7%	-3.8	2	-1%	0	21%	1%
Cc1ccc(NC(=O)CC2S/C(=N/c3nccs3)N(C)C2=O)cc1C (centres undefined)	3%[57.1 µM]	9	-8%	-2.1	1	3%	-1	?	-11%
O=C(/C=C/c1ccc(F)cc1)NC(=S)Nc1ccccc1O	5%	-26	-9%	0.5	-12	5%	-5	-28%	-4%
CCCC[C@@H]1C[C@H]1[C@@H](NC(=O)c1cccs1)c1ccc(Cl)cc1	-4%	53	10%	-0.5	1	-2%	19	?	3%
CC(C)c1ccc(/C=C(\NC(=O)c2ccccc2)C(=O)NCCCn2ccnc2)cc1	2%	9	4%	0.4	3	11%	0	-15%	5%
CCc1cccc(CC)c1-n1c(SCC(=O)N2CCc3ccccc3C2)nnc1-c1cccnc1	-6%	-5	15%	-2.7	-12	1%	-3	?	-23%
Cc1nc2sccn2c(=O)c1Cl	-4%	3	-10%	-1.1	.	0%	7	0%	1%
Cc1ccccc1N/C(SCc1ccc(Cl)cc1)=C(/C#N)C(=O)NCc1ccco1	-11%	-17	-8%	0.9	.	-4%	-18	-10%	22%
CCSc1ccccc1C(=O)N=C1NC(=O)CC2C(=O)NCCN12 (centres undefined)	-8%	0	7%	-0.6	0	2%	4	5%	-11%
CCCCCCSc1ccc([C@@H]2[C@H]3C(=O)N(CC)C(=O)[C@H]3[C@]3(C(=O)OC)CCCN23)cc1	-5%	-16	-28%	-0.5	0	9%	-2	-19%	7%
O=S(=O)(Cc1ccc(Cl)cc1)C1CCCCC1O (centres undefined)	9%	-27	-3%	-0.5	0	19%	-2	14%	-1%
c1ccc(C2CC(c3cccs3)=NN2c2ccccc2)cc1 (centres undefined)	-10%	4	-4%	0.2	13	0%	-2	10µM*	.
COc1ccc(NC(=O)CSc2nc(N)c(-c3ccccc3)c(=O)[nH]2)cc1	2%	8	0%	0.4	.	1%	14	0%	5%
CC(=O)Nc1ccc(NC(=O)CC23CC4CC(CC(C4)C2)C3)cc1	-12%	-20	-7%	1.0	-2	14%	1	-31%	-1%

Profiles, looked up by structure. Order of screens: WRN inhibitor | DRD3 antagonist | PLK1 PBD inh | IL2 activator | PI5P4Ka inh | GLP1R ag | DRD3 agonist | GLP-1R inv ag | GLP1R cytotox
CCSc1ccccc1C(=O)N=C1NC(=O)CC2C(=O)NCCN12 (centres undefined) reads -8% | 0 | 7% | -0.6 | 0 | 2% | 4 | 5% | -11%
CC(C)c1ccc(/C=C(\NC(=O)c2ccccc2)C(=O)NCCCn2ccnc2)cc1 reads 2% | 9 | 4% | 0.4 | 3 | 11% | 0 | -15% | 5%
CN(Cc1cccs1)C(=O)Cc1c[nH]c2ccccc12 reads -16% | -20 | -2% | 0.7 | 3 | 25% | -9 | -8% | -17%
CCCCCCSc1ccc([C@@H]2[C@H]3C(=O)N(CC)C(=O)[C@H]3[C@]3(C(=O)OC)CCCN23)cc1 reads -5% | -16 | -28% | -0.5 | 0 | 9% | -2 | -19% | 7%

The list continues.
SMILES	WRN inhibitor	DRD3 antagonist	PLK1 PBD inh	IL2 activator	PI5P4Ka inh	GLP1R ag	DRD3 agonist	GLP-1R inv ag	GLP1R cytotox
CCc1ccc(N(C2C=CS(=O)(=O)C2)S(=O)(=O)c2ccc(C)cc2)cc1 (centres undefined)	8%	-11	-14%	-3.8	2	2%	-3	8%	3%
CC(C)CC(NC(N)=O)C(=O)NCc1ccc(Cl)cc1 (centres undefined)	-1%	-18	0%	-1.5	4	0%	2	5%	4%
CC(C)CNC(=S)NC1CC2CCC(C1)N2Cc1ccccc1 (centres undefined)	-7%	-75*	-10%	0.1	.	10%	-28	?	-17%
CS(=O)(=O)c1ccc2nc(NC(=O)CCS(=O)(=O)c3ccccc3)sc2c1	3%	-27	-10%	-1.0	-7	4%	5	40%[activator]	-22%
O=c1cc(CSc2nc(NCc3ccccc3)c3ccccc3n2)nc2ccc(Cl)cn12	3%	16	-3%	1.6	-4	3%	15	47%[activator]	3%
CC(C)n1nc(C(=O)Nc2ccc3c(c2)OCO3)c2ccccc2c1=O	-3%	7	-4%	1.4	0	1%	3	14%	-3%
CC1=NOC(=O)/C1=C\c1ccc(-c2cc(Cl)ccc2Cl)o1	?	-63*	0.6µM*	-4.9	-23	-1%	-6	0%	5%
CNc1n[nH]c(-c2ccccc2)n1	-2%	8	3%	0.0	-9	1%	1	22%	-12%
CC(=O)N[C@@H](Cc1c[nH]c2ccccc12)C(=O)OCC(=O)Nc1cc(C)on1	16%	4	-6%	0.6	-9	9%	2	3%	-11%
CCOc1ccc(OCCSc2nc(C)cc(=O)[nH]2)cc1	-11%	10	3.4µM*	-2.4	?	-1%	0	36%[activator]	32%
Cc1nnc2ccc(-c3ccc(NC(=O)c4cccnc4Cl)cc3)nn12	7%	8	2%	-0.6	-5	9%	13	76%[activator]	0%
Cc1ccc(CNC(=O)CCSCc2ccc(C)cc2)cc1	1%	6	2%	-0.6	-1	0%	8	?	13%
O=C(Oc1ccccc1C(=S)N1CCCCC1)c1cc([N+](=O)[O-])cc([N+](=O)[O-])c1	-8%	-18	2.7µM*	-0.6	-23	-7%	2	6%	-1%
CC1(c2ccc(OC(F)F)cc2)NC(=O)N(CC(=O)Nc2ccccc2)C1=O (centres undefined)	3%	7	3%	3.4	0	14%	1	-2%	15%
CSC1=C(C#N)C(c2ccc(C)cc2)C2=C(CCCC2=O)N1 (centres undefined)	1%	4	-18%	-0.3	3	-1%	8	6%	-9%
O=C(NCC(c1ccco1)N1CCN(c2ccccc2F)CC1)c1cccs1 (centres undefined)	-15%	14	-5%	1.0	9	-5%	22	?	1%
O=C1CCC(C(=O)N2CCCO2)CN1Cc1cccc(C(F)(F)F)c1 (centres undefined)	-6%	19	-1%	0.4	8	-4%	5	16%	-1%
Cc1ccc(NC(=O)c2ccc(NCCCN3CCC(C)CC3)c([N+](=O)[O-])c2)cc1F	-12%	-65*	-28%	?	4	4%	-13	-32%	25%
CCc1cccc(CC)c1-n1c(SCC(=O)c2c(N)n(C)c(=O)n(C)c2=O)nnc1-c1cccnc1	-22%	18	-9%	1.9	2	-1%	3	2%	-2%
O=C(C1=C[C@H](c2ccc(Br)cc2)C[C@H](OCCCCO)O1)N1CCN(Cc2ccc3c(c2)OCO3)CC1	5%	13	-7%	0.5	26	5%	-20	?	?
Cc1ccc([C@H]2C[C@H](n3cc(-c4ccc(F)cc4)nn3)[C@@H](O)CN2C(=O)C2CCCCC2)cc1	-5%	18	-12%	-0.9	-3	5%	5	?	-14%
Cc1cccc2cc(C(c3nnnn3Cc3ccccc3)N3CCN(C)CC3)c(=O)[nH]c12 (centres undefined)	8%	30	-2%	-1.8	.	-19%	-18	-9%	-16%

Screening data (PubChem BioAssay)
